# KKLEB tox: reduces viability of KKLEB cystic fibrosis airway cells; activity change (cytotoxicity), % at 5 µM; KKLEB CF airway cells viability, ATPlite luminescence, overnight; hits give low values; cells stimulated with P. aeruginosa culture filtrate; 360,000 tested, 0.36% active; AID 602141;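 active means corrected activity change at or below -50% at 5 µM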
# C8 TRAIL sens: caspase-8 TRAIL sensitization | AID 624354 | NB7+C8 cells + TRAIL, ATPlite viability luminescence | inhibition (viability loss, TRAIL sensitization), % at 10 µM | 360,000 tested, 1% active;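 active means compounds causing at least 50% loss of cell viability in the single-dose screen, relative to plate controls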
# NCOA3 inh: human NCOA3 inhibition; HEK293 GAL4-SRC3 luciferase reporter, luminescence; Q9Y6Q9; inhibition, % at 3.6 µM; 360,000 tested, 0.17% active; AID 588352;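 active means inhibition above a per-campaign cutoff, the mean of all compounds plus 3 SD, cut at about 60% in these data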;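 further: 0% = DMSO-treated cells and 100% = gossypol-treated cells at 36 µM; higher means less SRC3-driven luciferase light from the GAL4 reporter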
# TWEAK Fn14 block: TWEAK-Fn14 signaling inhibition; TWEAK-stimulated Fn14 reporter cells, luciferase luminescence, 8 h; inhibition, % at 10 µM; 360,000 tested, 2% active; AID 1159606; in the data active means inhibition above about 50%
# NR5A2 inv ag: NR5A2 inverse agonism in reporter assay. inhibition, % at 3.6 µM. HEK293T StAR-luciferase reporter, LRH-1 transfected, 24 h. AID 602396. O00482. 360,000 tested, 0.13% active;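 active means inhibition above the mean inhibition of all tested compounds plus 3 SD, cut at about 73% in these data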;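 further: 0% = DMSO wells and 100% = reporter-only cells lacking LRH-1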
# TROY signal inh: blocks TROY-dependent signaling in reporter cells. Q293 LMP1-TROYcd NF-kB luciferase reporter, 4 h. inhibition, % at 10 µM. 360,000 tested, 0.98% active;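 active means compounds whose plate-normalised and pattern-corrected inhibition of the luciferase reporter signal at the single screening dose is 50% or more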
# CF NFkB inh: cystic fibrosis NF-kB activation inhibition; 360,000 tested, 0.86% active; KKLEB NF-kB-GFP reporter, PAF-induced, GFP fluorescence overnight; inhibition, % at 5 µM;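 active means at least 50% inhibition at 5 µM, scaled per plate between neutral and stimulator controls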;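 further: PAF is a Pseudomonas aeruginosa culture filtrate used as stimulus; plate controls were PAF-stimulated DMSO wells for no effect and unstimulated DMSO wells for full effect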
# EBV LMP1 NFkB: Epstein-Barr LMP1 NF-kappaB reporter inhibition | LMP1-induced NF-kappaB luciferase reporter cells, luminescence | inhibition, % at 12.5 µM | 350,000 tested, 0.69% active | AID 504558; in the data active means inhibition above about 41%;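 further: 0% = neutral control wells and 100% = reference inhibitor control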
# Shn3 3UTR inh: reduces Shn3 3'UTR luciferase signal in osteoblasts; inhibition, % at 12.5 µM; AID 588674; Clone20 osteoblast Shn3 3'UTR firefly luciferase, 24 h; 360,000 tested, 0.52% active;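 active means mean inhibition of at least 75% with every replicate also reaching 75%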;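 further: 0% = median of neutral control wells and 100% = pilot-screen positive control compound; some compounds past the cut are filed as inactive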
# NR2F2 inh: inhibitors of human COUP-TFII (NR2F2); AID 686940; 370,000 tested, 0.7% active; inhibition, % at 8.6 µM; HEK293T NGFI-A luciferase reporter, luminescence;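 active means inhibition above a per-plate cutoff, mean inhibition of test wells between control levels plus 3 SD, cut at about 38% in these data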;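 further: cells cotransfected with COUP-TFII expression vector driving the NGFI-A reporter; 0% = median of COUP-TF2 test wells and 100% = reporter-only cells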
# NCOA1 inh: human NCOA1 inhibition; Q15788; HEK293 GAL4-SRC1 luciferase reporter, luminescence; inhibition, % at 3.6 µM; 360,000 tested, 0.12% active; AID 588354;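 active means inhibition above the campaign mean plus 3 SD, with each screening campaign given its own cutoff, cut at about 60% in these data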;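 further: 0% = DMSO treated cells and 100% = gossypol at 36 µM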
# Target sequence (Q15788 whole entry, looked up, the tested form may be a part): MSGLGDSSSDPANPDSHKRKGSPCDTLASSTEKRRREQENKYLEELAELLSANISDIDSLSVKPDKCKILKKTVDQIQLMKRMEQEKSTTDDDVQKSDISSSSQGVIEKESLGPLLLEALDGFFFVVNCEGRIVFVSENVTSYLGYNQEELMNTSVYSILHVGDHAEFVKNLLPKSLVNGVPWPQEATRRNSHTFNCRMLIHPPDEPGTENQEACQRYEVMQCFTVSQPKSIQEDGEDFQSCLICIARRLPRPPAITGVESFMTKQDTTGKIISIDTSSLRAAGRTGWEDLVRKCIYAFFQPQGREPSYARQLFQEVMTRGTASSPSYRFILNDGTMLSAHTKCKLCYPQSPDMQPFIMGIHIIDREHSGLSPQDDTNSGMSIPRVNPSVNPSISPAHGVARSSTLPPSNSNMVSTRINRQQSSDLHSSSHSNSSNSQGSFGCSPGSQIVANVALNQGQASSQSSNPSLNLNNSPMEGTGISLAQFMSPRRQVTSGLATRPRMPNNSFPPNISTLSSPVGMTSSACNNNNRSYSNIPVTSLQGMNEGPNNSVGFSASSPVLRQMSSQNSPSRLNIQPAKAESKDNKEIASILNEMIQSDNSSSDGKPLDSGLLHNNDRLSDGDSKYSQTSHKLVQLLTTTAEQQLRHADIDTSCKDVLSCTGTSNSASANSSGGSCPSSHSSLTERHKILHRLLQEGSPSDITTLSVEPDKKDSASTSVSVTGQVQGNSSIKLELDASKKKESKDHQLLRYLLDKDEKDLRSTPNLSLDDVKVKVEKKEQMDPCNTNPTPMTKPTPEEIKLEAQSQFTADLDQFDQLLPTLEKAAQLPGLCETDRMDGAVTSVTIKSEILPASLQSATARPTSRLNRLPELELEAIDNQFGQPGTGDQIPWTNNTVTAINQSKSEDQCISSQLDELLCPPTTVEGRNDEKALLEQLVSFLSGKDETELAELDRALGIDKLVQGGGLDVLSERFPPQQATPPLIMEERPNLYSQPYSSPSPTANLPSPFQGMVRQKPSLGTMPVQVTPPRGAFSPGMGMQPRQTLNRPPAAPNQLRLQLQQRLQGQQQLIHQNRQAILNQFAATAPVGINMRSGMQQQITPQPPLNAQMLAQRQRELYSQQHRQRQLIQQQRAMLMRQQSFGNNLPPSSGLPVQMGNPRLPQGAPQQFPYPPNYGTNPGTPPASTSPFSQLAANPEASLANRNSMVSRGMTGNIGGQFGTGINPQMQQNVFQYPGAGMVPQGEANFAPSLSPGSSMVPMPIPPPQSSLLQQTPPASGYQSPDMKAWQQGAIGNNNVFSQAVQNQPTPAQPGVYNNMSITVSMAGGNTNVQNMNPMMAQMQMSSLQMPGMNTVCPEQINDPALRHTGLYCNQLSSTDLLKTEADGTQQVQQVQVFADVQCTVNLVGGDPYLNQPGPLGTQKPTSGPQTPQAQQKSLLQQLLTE
# * = called active by the depositor.
SMILES,KKLEB tox,C8 TRAIL sens,NCOA3 inh,TWEAK Fn14 block,NR5A2 inv ag,TROY signal inh,CF NFkB inh,EBV LMP1 NFkB,Shn3 3UTR inh,NR2F2 inh,NCOA1 inh
O=C(N/C(=C/c1ccccc1)C(=O)N1CCCCCC1)c1ccccc1,2,3,-18,5,-20,-25,0,0,13,8,-5
Cc1cc([N+](=O)[O-])nn1CC(=O)NCc1cccs1,-17,11,22,-6,8,0,16,4,17,24,-8
N#Cc1ccc(S(=O)(=O)N2CCC(C(=O)N3CCN(Cc4ccc5c(c4)OCO5)CC3)CC2)cc1,6,7,-14,2,27,16,-4,15,42,30,3
Cc1cc(NC(=O)c2ccc(N3C(=O)CCC3=O)cc2)no1,4,6,-47,9,-5,-12,2,2,-5,4,-10
CCN(CC(=O)Nc1c(F)cccc1F)C(=O)c1ccc2c(c1)OCCO2,6,7,-21,19,-23,25,-15,-6,-22,0,-6
COc1ccc2c(c1)c1ccccc1n2C,4,-6,5,-5,-11,-29,0,-10,10,-14,-23
COc1ccc(-c2cc(-c3ccc(OC)cc3)nc(-c3ccc4c(c3)NC(=O)CO4)c2)cc1,16,12,18,14,12,-9,-18,-27,9,-9,-1
CCCCCn1c(=O)[nH]c2cc(C(=O)O)ccc2c1=O,-6,3,3,-1,-13,4,-7,2,13,12,-36
Cc1ccccc1S(=O)(=O)/N=C(/c1ccccc1)N1CCOCC1,3,-8,22,2,17,-5,16,-4,4,17,-6
COc1ccc(C(=O)COC(=O)CCC(=O)c2cccs2)cc1,2,4,12,7,4,-21,2,-14,1,5,-8

# 6 entries already listed, arranged by the number in NR2F2 inh, highest first:
canonical_smiles,NCOA3 inh,TWEAK Fn14 block,NR5A2 inv ag,CF NFkB inh,EBV LMP1 NFkB,Shn3 3UTR inh,NR2F2 inh,NCOA1 inh
N#Cc1ccc(S(=O)(=O)N2CCC(C(=O)N3CCN(Cc4ccc5c(c4)OCO5)CC3)CC2)cc1,-14,2,27,-4,15,42,30,3
Cc1cc([N+](=O)[O-])nn1CC(=O)NCc1cccs1,22,-6,8,16,4,17,24,-8
O=C(N/C(=C/c1ccccc1)C(=O)N1CCCCCC1)c1ccccc1,-18,5,-20,0,0,13,8,-5
CCN(CC(=O)Nc1c(F)cccc1F)C(=O)c1ccc2c(c1)OCCO2,-21,19,-23,-15,-6,-22,0,-6
COc1ccc(-c2cc(-c3ccc(OC)cc3)nc(-c3ccc4c(c3)NC(=O)CO4)c2)cc1,18,14,12,-18,-27,9,-9,-1
COc1ccc2c(c1)c1ccccc1n2C,5,-5,-11,0,-10,10,-14,-23

# Next results.
SMILES,KKLEB tox,C8 TRAIL sens,NCOA3 inh,TWEAK Fn14 block,NR5A2 inv ag,TROY signal inh,CF NFkB inh,EBV LMP1 NFkB,Shn3 3UTR inh,NR2F2 inh,NCOA1 inh
Cn1cnnc1Sc1ccc(/C=C/C(=O)c2ccc(O)cc2)cc1[N+](=O)[O-],-2,-5,-10,90*,-19,27,59*,-6,-3,-2,-13
O=C(CN1CCN(C(=O)C2CCCO2)CC1)Nc1ccc(Br)cc1 (stereo not given),11,2,26,-9,-10,-7,-10,0,2,20,-3
COc1ccccc1NCC(=O)c1ccc(Cl)cc1,1,5,18,45,-12,-2,0,-13,-5,-13,-22
Cc1ccc(-c2csc(NC(=O)CSc3ncn(-c4ccccc4)n3)n2)cc1,1,10,-4,6,-4,-11,8,2,10,4,0
C[C@@H]1CN([C@@H](C)CO)C(=O)Cc2cc(NC(=O)C3CCCCC3)ccc2O[C@H]1CN(C)S(=O)(=O)c1ccccc1,-10,-7,2,-26,-6,-5,19,1,-5,-15,-23
COC(=O)c1cc(CSc2nnc(NC3CCCCC3)s2)oc1C,4,2,4,-1,3,-1,-3,5,24,20,-8
Cc1cc(C)n(-c2nc(SCCN3CCOCC3)c3c4c(sc3n2)CCCC4)n1,-4,-8,6,6,-9,18,-3,-5,-5,-2,2
COc1cccc(NC(=O)COC(=O)/C=C/c2c(C)nn(-c3ccccc3)c2C)c1,-3,-9,-9,8,8,19,7,1,-49,1,-1
c1ccn2c(Cc3nnc4ccccn34)nnc2c1,-3,-5,3,7,25,-12,5,3,8,14,-14
CCCCNC(=S)Nc1ccc(-c2nc3ccc(C)cc3s2)cc1,-2,43,-86,27,-124,0,-30,-14,-94,-42,-108

# Results in CF NFkB inh, NR2F2 inh and NR5A2 inv ag, for 5 of the compounds above:
structure | CF NFkB inh | NR2F2 inh | NR5A2 inv ag
COC(=O)c1cc(CSc2nnc(NC3CCCCC3)s2)oc1C | -3 | 20 | 3
Cc1cc(C)n(-c2nc(SCCN3CCOCC3)c3c4c(sc3n2)CCCC4)n1 | -3 | -2 | -9
COc1cccc(NC(=O)COC(=O)/C=C/c2c(C)nn(-c3ccccc3)c2C)c1 | 7 | 1 | 8
c1ccn2c(Cc3nnc4ccccn34)nnc2c1 | 5 | 14 | 25
CCCCNC(=S)Nc1ccc(-c2nc3ccc(C)cc3s2)cc1 | -30 | -42 | -124

# Other records follow.
SMILES,KKLEB tox,C8 TRAIL sens,NCOA3 inh,TWEAK Fn14 block,NR5A2 inv ag,TROY signal inh,CF NFkB inh,EBV LMP1 NFkB,Shn3 3UTR inh,NR2F2 inh,NCOA1 inh
COC(=O)c1sc2ccccc2c1NC(=O)c1ccc(S(=O)(=O)N2CCCCC2)cc1,0,1,3,25,-14,-1,14,-3,11,-12,-6
O=C(Oc1ccc(N(C(=O)c2ccncc2)S(=O)(=O)c2ccc(Cl)cc2)cc1)c1ccncc1,14,-8,15,24,-11,36,1,10,4,-14,14
Cc1cc(C(=O)c2ccccc2)cc(C)c1O,1,1,4,5,-3,-18,-15,-14,-7,7,0
Cc1ccc(C(=O)CSc2nnc(C(C)C)n2C)cc1C,-9,-2,-19,-7,-25,-6,3,-12,-12,-47,-34
CCCc1cc(=O)oc2cc(OC3CCCCC3=O)ccc12 (stereo not given),-2,1,-10,-15,-4,-23,-5,5,4,6,-6
COc1ccc(C[C@H]2CN3C(=NC[C@@H]3C(C)C)N2CCNC(=O)CCC2CCCCC2)cc1,-11,28,-25,-11,-14,9,10,-5,66,8,-13
CN(C)c1c(F)cc(-c2nn[nH]n2)cc1F,0,-12,4,-3,-22,-16,3,4,-17,-23,5
Cc1ccccc1-c1nnn(Cc2ccc(F)cc2Cl)n1,5,5,-24,-3,-17,-33,-16,-9,-42,-27,-9
COc1cc(CNC(C)(C)C)ccc1OCC(=O)NC(C)(C)C,3,-13,5,-1,19,10,-4,3,9,-10,8
Cc1cc(-c2nnc(CCC(=O)NC(C)(C)C34CC5CC(CC(C5)C3)C4)o2)no1,-9,11,-11,-12,1,-24,9,-13,-3,-5,-3
O=C(CN1CCN(c2ccccn2)CC1)N1c2ccccc2CCc2ccccc21,0,-3,1,-7,6,8,9,7,0,-10,-12
Cc1ccc(-n2nc3c(c2NC(=O)c2cccs2)CS(=O)(=O)C3)cc1,3,-6,21,20,15,0,-7,5,-6,5,-9
Nc1c(C(=O)Nc2ccc3c(c2)OCCO3)nnn1Cc1cccc(Br)c1,-6,27,-40,5,-69,-37,17,-66,-68,-48,-11
Cn1c(CC2Sc3ccccc3NC2=O)nnc1SCC(=O)c1ccc(Cl)cc1 (stereo not given),-3,-11,-1,-6,10,-16,13,-3,-6,-8,2
Cc1ccc(C(=O)OCC(=O)Nc2cc(C(C)(C)C)no2)c(C)c1,-3,-21,6,-7,-32,23,-3,-2,6,24,6
CC(C)(C)NC(=O)C1Cc2ccccc2CN1C(=O)Nc1cccc(Cl)c1 (stereo not given),1,-8,4,9,14,4,11,2,4,2,3
O=C(NCCCN1CCCC1)[C@H](CSCc1ccccc1)N1Cc2ccccc2C1=O,-11,-1,16,14,-8,-10,1,1,-1,1,-17
COC(=O)c1ccc(OC(=O)c2cccs2)cc1,2,-3,3,-3,-9,-9,11,-1,5,10,8
COc1ccccc1C(=O)N/C(=C\c1cn(C)c2ccccc12)C(=O)N1CCCC1,1,2,10,3,-2,-10,-16,2,-10,6,18
CN(CC(=O)Nc1ccc(F)c(F)c1F)C1CCCCC1,-15,6,-4,1,-17,-7,-16,-6,20,5,-6
O=C(Oc1cccc(N2C(=O)C3C4c5ccccc5C(c5ccccc54)C3C2=O)c1)c1ccco1 (stereo not given),8,-11,22,-17,7,22,-14,-4,-2,-3,-13
Cc1ccc(CC2CC(=O)N(c3ccc4c(c3)OCCO4)C2=O)cc1 (stereo not given),7,8,3,5,-12,-15,-3,5,15,-17,-6
O=c1[nH]c(Cc2ccccc2)nc2scc(-c3ccccc3)c12,8,-1,-17,4,-23,-30,-18,-7,3,-7,-9

# Only part of the results is shown (hit frequency here may not be typical).
